Bioassay records from PubChem BioAssay.
hERG WT inh – qHTS for Inhibitors of KCHN2 3.1: Wildtype qHTS; activity change, % at 1.84 µM; 340,000 tested, 0.37% active; U2OS, BacMam KCNH2, thallium flux FluxOr; stronger effect = lower value; Voltage-gated inwardly rectifying potassium channel KCNH2 (Homo sapiens), Q12809; AID 720551, 2013;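 active means maximum activity change below -70%; inconclusive means maximum activity change between -70% and -50%; inactive means maximum activity change above -50%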; further: on the % scale 0 is the no-effect control and ±100 the full control effect
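U2OS cells transduced with wild-type KCNH2 virus are loaded with FluxOr dye for 45 min, and thallium flux is measured in kinetic reads before and after stimulation buffer. Rate constants are normalized to DMSO controls.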
TRPV1 ag – HTS Assay for Compounds that Act as Agonists of the Vanilloid Receptor 1. activation, % at 8.33 µM. Transient receptor potential cation channel subfamily V member 1 (Homo sapiens), Q8NER1. TRPV1-expressing cells, Fluo-8 calcium influx, agonist mode. 320,000 tested, 0.19% active; in the data active means activation above about 80%; inconclusive means between about 30% and that limit; further: 0% is about no effect
Target sequence (Q8NER1 whole entry, looked up): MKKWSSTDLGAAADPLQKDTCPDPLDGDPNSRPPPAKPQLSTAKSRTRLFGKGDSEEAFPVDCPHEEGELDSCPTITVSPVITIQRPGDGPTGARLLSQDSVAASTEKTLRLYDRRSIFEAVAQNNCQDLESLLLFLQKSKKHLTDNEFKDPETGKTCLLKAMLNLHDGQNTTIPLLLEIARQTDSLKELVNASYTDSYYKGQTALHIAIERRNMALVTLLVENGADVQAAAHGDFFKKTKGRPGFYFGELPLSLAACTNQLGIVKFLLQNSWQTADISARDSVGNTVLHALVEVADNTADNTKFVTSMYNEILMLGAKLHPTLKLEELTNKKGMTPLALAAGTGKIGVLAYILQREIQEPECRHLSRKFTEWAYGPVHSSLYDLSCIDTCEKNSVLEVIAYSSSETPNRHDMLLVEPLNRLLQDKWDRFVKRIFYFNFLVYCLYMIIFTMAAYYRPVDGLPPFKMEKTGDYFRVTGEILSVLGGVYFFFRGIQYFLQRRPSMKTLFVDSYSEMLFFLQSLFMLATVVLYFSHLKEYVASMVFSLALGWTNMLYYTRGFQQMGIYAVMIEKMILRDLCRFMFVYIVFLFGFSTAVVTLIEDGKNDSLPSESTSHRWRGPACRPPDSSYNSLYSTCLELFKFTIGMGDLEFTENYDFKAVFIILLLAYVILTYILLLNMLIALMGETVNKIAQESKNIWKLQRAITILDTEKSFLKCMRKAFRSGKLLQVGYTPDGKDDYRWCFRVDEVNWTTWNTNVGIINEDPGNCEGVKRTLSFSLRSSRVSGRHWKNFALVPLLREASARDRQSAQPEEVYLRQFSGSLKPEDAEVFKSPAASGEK
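TRPV1-expressing cells were cultured overnight at 35.5C and loaded with Fluo-8 calcium dye for 40 to 90 min at room temperature. After a 10 s baseline, compound was added and calcium influx was read kinetically for 3 min (ex 480/em 520 nm).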
Integrin act MD – qHTS for Activators of Integrin-Mediated Alleviation for Muscular Dystrophy; alpha7betagal myoblasts, beta-gal FDG fluorescence, 48 h; 350,000 tested, 0.064% active; Potency, µM (titrated, usually from 38.3 µM), without a hit: at the top dose activation, usual class: activators;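 further: potency means the concentration at half of the fitted maximal effect; 100% = response of the positive control SU9516; nearly all actives have a fitted effect of over 60% in size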
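Alpha7betagal+/- myoblasts (passage 13) were plated 16-24 hr, then exposed to compounds (1:260 dilution of DMSO stock) for 48 hours at 37C. After MPER lysis, β-galactosidase reporter activity was read as FDG fluorescence (ex 480/em 540) after 30 minutes.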
GALK inhibitor – qHTS Assay for Inhibitors of Human Galactokinase (GALK). Purified GALK, Kinase-Glo residual ATP luminescence. 270,000 tested, 0.007% active. Potency, µM (doses to about 57.5 µM), without a hit: at the top dose activity change, negative = inhibition, actives largely listed as inhibitors. AID 1868, 2009; further: potency means the concentration at half of the fitted maximal effect; on the % scale 0 is the no-effect control and ±100 the full control effect
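Human GALK (5 nM) with 35 uM ATP and 100 uM galactose in 20 mM HEPES pH 8.0, 5 mM MgCl2, 60 mM NaCl, 1 mM DTT, 0.01% BSA. After 1 h at room temperature, leftover ATP was read by Kinase-Glo Plus luminescence.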
A-T KAP1 phos – qHTS Assay for Identifying a Potential Treatment of Ataxia-Telangiectasia; […] A-T fibroblasts, KAP-1 phosphorylation AlphaLISA; neocarzinostatin DNA damage 30 min before lysis; Potency, µM (doses to about 57.5 µM), inactives show at the highest dose activation, most hits filed as activators; 320,000 tested, 0.19% active; further: potency means the concentration at half of the fitted maximal effect; % of control where 0% means no effect; nearly all actives have a fitted effect of over 45% in size
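ATM-like activity read as KAP-1 phosphorylation via AlphaLISA donor/acceptor antibody pairs after lysis and 6 hr at 25C. Cells were ATM-null patient fibroblasts ([…], hTERT), dosed 60 min, then exposed to the DSB inducer NCS for 30 min.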
MBNL1-CUG inh – qHTS Assay for Inhibitors of MBNL1-poly(CUG) RNA binding | Muscleblind-like protein 1 (Homo sapiens), Q9NR56 | TR-FRET MBNL1-His/biotin-(CUG)12 binding, 665/545 ratio | Potency, µM (series often up to 57.5 µM), for the others: at the top dose activity change, negative = inhibition, usual class: inhibitors | 280,000 tested, 0.036% active | AID 2675, 2010; active means well fitted inhibition curve with a large enough effect in the signal ratio, with a control signal flat, not every such curve was filed as active; inconclusive means small, poorly fitted or top-dose-only effect, or effect the other way, or a change in a side signal; inactive means no such curve, though single readings can be large or run the other way; the % refers to the signal ratio; further: potency means the concentration at half of the fitted maximal effect; on the % scale 0 is the no-effect control and ±100 the full control effect
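Compounds (final 92 nM to 58 uM) are added to His-tagged MBNL1 and biotin-(CUG)12, then terbium anti-His antibody and streptavidin-XL665 (5 nM final). After 60 min at room temperature, the 665/545 nm ratio is read.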
KCNH2 3.1 inh – qHTS for Inhibitors of KCHN2 3.1: Mutant qHTS. Potassium voltage-gated channel subfamily H member 2, brain isoform KCNH2 3.1 (human). U2OS KCNH2 3.1, thallium flux FluxOr; stronger effect = lower value. activity change, % (tested at about 1.8 µM). 340,000 tested, 0.95% active. AID 720553, 2013;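 active means maximum activity change below -70%; inconclusive means maximum activity change from -70% to -50%; inactive means maximum activity change above -50%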;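 further: thallium influx rate constant from kinetic fluorescence after stimulation buffer; on the % scale 0 is the no-effect control and ±100 the full control effect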
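Virally transduced U2OS (3.1 isoform, 4 h infection in dark at RT) → overnight 37 C → FluxOr + Red40 in HBSS/HEPES, 45 min → stimulation buffer, 2 min kinetic read → rate constant vs DMSO controls.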
S-ASM inh – Inhibitors of Secretory Acid Sphingomyelinase (S-ASM): qHTS | Sphingomyelin phosphodiesterase (Homo sapiens), P17405 | placental ASM, HMU-PC fluorogenic substrate, 60 min | Potency, µM (doses to about 57.5 µM), without a hit: top-dose activity change, negative = inhibition, usual class: inhibitors | 340,000 tested, 0.006% active; further: potency means the concentration at half of the fitted maximal effect
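Fluorescence read-out (Ex 386 nm, Em 447 nm) after stopping the reaction at pH 10. Enzyme: ASM from human placenta; substrate HMU-PC0, 9 uM final; 60 min, 37 °C. Compound preincubation 10 min, ambient temperature.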
CXXC DNA block – qHTS Fluorescence Polarization Assay for Inhibitors of MLL CXXC domain - DNA interaction; Histone-lysine N-methyltransferase 2A (Homo sapiens), Q03164; MLL-CXXC / FITC-HOXA9 DNA fluorescence polarization; Potency, µM (highest dose often 115 µM), for the others: top-dose activity change, negative = inhibition, usual class: inhibitors; 290,000 tested, 0.037% active; AID 2662, 2010; active means well fitted inhibition curve with a large enough effect in the polarisation, with a control signal flat, not every such curve was filed as active; inconclusive means small, poorly fitted or top-dose-only effect, or effect the other way, or a change in a side signal; inactive means no such curve, though single readings can be large or run the other way; the % refers to the polarisation; further: potency means the concentration at half of the fitted maximal effect
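Purified MLL-CXXC (added from a 7 uM solution) was preincubated 5 min at ambient with pinned compounds in 50 mM Tris-HCl pH 7.5, 50 mM NaCl, 1 mM DTT, 0.05% BSA. Fluorescein-labeled HOX-A9 DNA (50 nM solution) followed, 30 min, then polarization read.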
FBPA coupling cs – qHTS Assay for Inhibitors of Fructose-1,6-bisphosphate Aldolase from Giardia Lamblia: Coupling assay counterscreen | coupling enzyme system counterscreen, AmpLite Red fluorescence | activity change, negative = inhibition, % at 58.2 µM, hits read low | 290,000 tested, 0.67% active; in the data active means activity change below about -30%; further: on the % scale 0 is the no-effect control and ±100 the full control effect
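Final compound at 57.5 uM, incubated 10 min at RT with coupling enzyme reagent (glyceraldehyde-3-phosphate), then 20 min with substrate and AmpLite Red detection. Fluorescence read at 525/598 nm; tests interference with the coupling assay, not aldolase inhibition.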
The depositor's hits bear a star; u = inconclusive; x = not tested or not shown; & = joins results of further samples; [ ] = remark or other dose. Unless noted, the call rests on the fitted dose curve; in most records, active means well fitted curve in the direction sought with a large enough effect; inconclusive means small, poorly fitted or top-dose-only effect, or another doubt; inactive means no such curve, though single readings can be large; an effect the other way counts as inactive or inconclusive.

SMILES	hERG WT inh	TRPV1 ag	Integrin act MD	GALK inhibitor	A-T KAP1 phos	MBNL1-CUG inh	KCNH2 3.1 inh	S-ASM inh	CXXC DNA block	FBPA coupling cs
CCNC(=O)NC1(C(=O)N2CCC(Cc3ccccc3)CC2)CCCCC1	8.4	-0.1	-10.3%	4.5%	1.7%	-4.5%	3.2	2.4%	1.4%	3.6
CC(C)C(c1nnnn1Cc1ccc2c(c1)OCO2)N1CCN(C)CC1 (configuration not stated)	1.8	1.3	-14.2%	-5.0%	0.7%	-6.4%	0.0	-1.0%	-0.7%	0.8
CCCCOc1ccc(/C(N)=N/O)cc1	-0.5	-3.0	-25.3%	-3.5%	7.4%	6.2%	-0.9	-0.4%	-4.5%	8.9
Cc1cc(C)nc(SCCC(=O)Nc2ccccc2Cl)n1	5.6	2.1	-4.4%	3.2%	2.9%[11.5 µM]	-13.0%	-17.5	3.0%	-2.3%	2.5
COc1ccnc(CN(C)C(=O)C2CCC(=O)N(Cc3cccc(C(F)(F)F)c3)C2)c1 (configuration not stated)	6.2	-1.0	u	-1.2%	5.2%	-3.7%	-3.4	-3.9%	-1.3%	-2.5
COc1cccc(NC(=O)Cc2ccccc2)c1	11.2	u	9.3%	5.9%	7.9%	-14.9%	6.1	-6.7%	-1.1%	-1.1
Cc1nnc(NN)n(N)c1=O	-1.0	-1.9	40.5%	0.4%	-2.4%	-11.3%	1.8	4.0%	5.0%	-1.3
O=C(Cn1cnc2ccccc2c1=O)Nc1ccc2c(c1)CCC2	3.2	2.2	13.0%	0.2%	1.2%	4.5%	-4.7	0.6%	11.3%	3.3
Cc1ccc(C)c(NC(=S)N2CCN(S(C)(=O)=O)CC2)c1	0.8	0.9	-27.2%	-0.3%	4.7%	1.7%	-4.1	5.9%	15.5%	x
O=C(/C=C\Nc1ccccn1)c1ccccc1	-5.8	15.4	22.7%	8.1%	0.8%	u	5.8	46.7%[activator]	-9.1%	-2.3
CC(C)CCNc1ncnc2c1nnn2Cc1ccccc1	14.1	28.1	-24.4%	-0.2%	-4.4%	-0.9%	-4.7	1.0%	-6.6%	1.3
CCOC(=O)N1CCN(C(=O)c2cn(C)c3ccc(S(=O)(=O)N(CC)CC)cc3c2=O)CC1	-0.2	1.7	-12.0%	x	5.7%	-5.7%	3.5	1.5%	3.3%	0.5
Cc1c(NC(=O)c2ccc(S(=O)(=O)N(C)C)cc2)cccc1-n1cnnn1	-9.2	1.4	-16.9%	x	-1.2%	x	8.7	1.0%	x	x
C[C@@H](O)C1NC(=O)[C@H](CCCCN)NC(=O)c2cc([N+](=O)[O-])cc(F)c2NCCCC[C@@H](C(N)=O)NC1=O (some centres not stated)	-0.7	6.4	11.3%	x	6.4%	u	-5.2	-6.0%	10.3%	0.0
CCOC(=O)C1CCN(C(=O)COC(=O)c2nc3nc(C)cc(C)n3n2)CC1	-5.3	-0.9	1.8%	x	2.0%	x	7.1	1.1%	x	x
Cc1cc(C)c2c(n1)nn1c(NCCCn3ccnc3)cc(C)nc21	x	-4.7	x	0.6%	4.5%	-8.3%	x	x	2.2%	5.5
NC(=S)Nc1ccc2c(c1)OCO2	-0.8	-0.6	-11.9%	-0.8%	-1.4%	1.5%	-9.4	4.7%	2.2%	0.3
CCCN1C(=O)/C(=C\c2nc3ccccc3c(=O)[nH]2)c2ccccc21	7.0	-0.5	-7.3%	-4.2%	-6.9%	-3.0%	1.5	-5.0%	-6.8%	1.7
O=C(O)CCC/C=C\C[C@@H]1[C@@H](/C=C/[C@@H](O)COc2cccc(Cl)c2)[C@H](O)C[C@@H]1O	2.3	-0.7	x	x	-8.2%	4.2%	1.6	-1.6%	6.2%&10.1%	3.4&6.3&-0.5&0.3
Cn1c(N)c(C(=O)COC(=O)/C=C/c2cccc(Br)c2)c(=O)n(C)c1=O	-1.9	3.9	u	x	-5.8%	x	-29.1	-19.4%	x	x
Cc1ccccc1-c1nc(CS(=O)(=O)CC(=O)NCc2ccco2)c(C)o1	10.8	0.4	-2.5%	-1.6%	-4.8%	-5.1%	-11.6	2.3%	-14.8%	-0.1
O=C(CN(c1ccc(F)cc1)S(=O)(=O)c1ccccc1)NC1CC2CCC1C2 (configuration not stated)	-5.1	u	9.8%	6.8%	7.6%	1.1%	6.7	-1.5%	-0.2%	x
CCc1ccccc1NS(=O)(=O)c1c(C(=O)N2CCCCCC2)c(C)n(C)c1C	-3.8	-3.6	-3.1%	0.1%	-2.0%	1.0%	8.7	7.8%	15.6%	-1.4
CC1CCC(NC(=O)CN(C)S(=O)(=O)c2ccc3c(c2)CCC(=O)N3)CC1 (configuration not stated)	2.0	u	31.5%	-2.7%	7.5%	-6.7%	6.3	8.0%	1.1%	x
CCc1ccc(NC(=O)Nn2cnnc2)cc1	1.7	0.3	9.1%	-5.6%	8.5%	-15.0%	7.5	2.8%	18.7%	x
O=C(COC(=O)CNC(=O)c1ccc(Cl)c([N+](=O)[O-])c1)NC(=O)CN1CCCC1=O	1.1	-2.0	-8.7%	x	-1.6%	x	2.8	0.1%	x	x
C=CCNC(=O)c1ccccc1NC(=O)COc1ccc(OC)cc1	43.9	9.5	1.3%	-0.6%	4.2%	-5.1%	3.8	0.7%	-5.1%	1.3
Cc1ccc2cccc(Oc3cnccn3)c2n1	-29.5	0.8	1.2%	1.1%	-4.4%	-3.1%	-5.0	-2.3%	1.6%	1.5
Cc1ccc(NC(=O)Cc2cn3ccsc3n2)nc1	-5.1	2.7	-2.7%	-6.1%	1.0%	-5.3%	5.5	0.9%	7.9%	5.9
Cc1cccc(CCNS(=O)(=O)c2cnc[nH]2)c1	6.7	-0.4	2.8%	0.0%	3.8%	-2.1%	8.3	-0.5%	10.3%	0.0
CCn1c(SCC(=O)NC(=O)NCc2ccco2)nc2sc(C)c(C)c2c1=O	3.3	-3.5	-29.4%	-3.5%	-3.8%	3.7%	-5.9	-0.1%	15.5%	8.2
COc1ccc(CN(C)Cc2nc3cc(OC)c(OC)cc3c(=O)[nH]2)c(OC)c1	4.1	0.1	0.0%	0.8%	1.5%	-8.0%	-6.6	-2.2%	-8.4%	7.7
O=C(NCCc1ccccc1)C1CCN(C(=O)c2ccc(F)cc2)CC1	2.1	2.3	-37.3%	-2.2%	5.3%	-1.4%	18.9	2.0%	u	0.8
Cc1cccc(N(C)S(=O)(=O)c2nnc(NC(=O)c3ccco3)s2)c1	-9.6	0.1	-4.3%	-2.2%	0.7%	5.3%	19.5	-1.0%	4.8%	0.3
O=C(Nc1ccccc1C(=O)NCc1cccnc1)c1ccccc1Cl	-4.5	2.5	4.7%	1.0%	7.1%	-3.2%	-2.0	2.7%	-6.4%	x
NC(=O)c1ccc(-n2nnnc2Oc2ccc(Br)cc2)cc1	-18.2	-5.8	-37.6%	8.9%	5.8%	-8.3%	-5.8	-1.5%	0.9%	-0.2
COc1ccc(CCNC(=O)CCSc2nc(-c3ccco3)cc(C(F)(F)F)n2)cc1OC	-1.1	u	0.0%	1.0%	-9.1%	20.9%	-5.9	1.2%	12.2%	-3.0
CC(C)(C)SCCNC(=O)CN(c1ccccc1)S(=O)(=O)c1ccccc1	1.5	u	-17.4%	-1.0%	3.7%[11.5 µM]	-7.3%	19.7	-3.5%	0.0%	-0.8
CCCC(C(=O)O)N1C(=O)/C(=C/c2cccn2C)SC1=S (configuration not stated)	-0.5	10.1	-18.0%	-0.2%	-2.9%	12.7%	-0.2	-8.6%	92.1%[activator]	-0.9
O=C(COC(=O)CC1CC2CCC1C2)Nc1cccc(S(=O)(=O)NC2=NCCCCC2)c1 (configuration not stated)	-12.5	3.0	0.5%	-0.4%	-0.4%	3.2%	11.5	2.5%	-1.4%	2.4
CCc1ccc(NC(=O)Cn2nnc(C(=O)NCc3ccc(OC)cc3)c2N)cc1	-10.6	-0.7	-23.1%	0.8%	-6.7%	-4.0%	-2.2	-5.5%	-5.7%	x
